# Screening data: PubChem, National Center for Advancing Translational Sciences (NCATS)
# HT1080NT lethal = qHTS for induction of synthetic lethality in tumor cells producing 2HG: qHTS for the HT-1080-NT fibrosarcoma cell line; AID 686970, 2013; Potency, µM (titrated, usually from 46.1 µM), for the others: at the top dose activity, negative = less viability, most hits filed as cytotoxic; HT-1080-NT fibrosarcoma viability, CellTiter-Glo ATP luminescence, 48 h; 360,000 tested, 1.6% active;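 note: NT is the 2HG producing partner of a matched IDH1 knockdown line; 0% = DMSO-treated cells and -100% = media-only wells without cells; nearly all actives have a fitted effect of over 55% in size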
#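 750 cells/well, RPMI + 5% FBS; 2 h settle, compound pin-transfer, 48 h at 37 degrees C. CellTiter-Glo 10 min RT, luminescence. Normalized to DMSO and media-only wells.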
# HT1080 IDH1KD tx = qHTS for induction of synthetic lethality in tumor cells producing 2HG: qHTS for the HT-1080-IDH1KD cell line; HT-1080 IDH1 knockdown viability, ATP luminescence, 48 h; Potency, µM (doses to about 46.1 µM), inactives show at the highest dose activity, negative = toxicity, actives largely listed as cytotoxic; 360,000 tested, 2% active; AID 686971, 2013;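 note: 0% = DMSO wells and -100% = cell-free medium wells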
#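 CellTiter-Glo luminescence after 48 h compound exposure at 37 degrees C of IDH1-knockdown HT-1080 cells in 5% FBS RPMI. %Activity scaled between DMSO wells and cell-free media wells, with curves fitted and assigned curve classes.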
# GLP1R inv ag = qHTS of GLP-1 Receptor Inverse Agonists (Inhibition Mode). Glucagon-like peptide 1 receptor (Homo sapiens), P43220. HEK293 GLP-1R CRE-luciferase, luminescence, 24 h; GLP-1R form is constitutively active. Potency, µM (series often up to 38.3 µM), for inactives: at the top dose activity change, negative = inhibition, most hits filed as inhibitors. 410,000 tested, 1.6% active; note: % is set by controls: 0 for no effect and ±100 for the full control effect; nearly all actives have a fitted effect of over 55% in size
# Target sequence (P43220 whole entry, looked up): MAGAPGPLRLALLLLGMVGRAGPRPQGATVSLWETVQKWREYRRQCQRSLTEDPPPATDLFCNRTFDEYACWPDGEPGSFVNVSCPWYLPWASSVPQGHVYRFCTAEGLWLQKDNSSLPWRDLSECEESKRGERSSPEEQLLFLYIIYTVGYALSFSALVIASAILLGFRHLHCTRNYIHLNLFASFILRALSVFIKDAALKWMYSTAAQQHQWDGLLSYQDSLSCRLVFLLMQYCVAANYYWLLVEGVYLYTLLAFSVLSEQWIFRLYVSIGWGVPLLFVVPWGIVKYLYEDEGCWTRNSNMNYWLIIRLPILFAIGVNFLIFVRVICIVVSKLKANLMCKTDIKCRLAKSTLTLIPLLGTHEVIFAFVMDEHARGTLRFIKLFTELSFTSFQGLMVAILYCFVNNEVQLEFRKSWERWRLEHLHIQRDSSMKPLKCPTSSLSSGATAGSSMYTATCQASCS
#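 GLP-1R inverse agonism mode: basal reporter luminescence in engineered HEK293 cells measured after one day of compound exposure at 37 deg C, with a 12 min room-temperature detection step.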
# SW480 rereplic = A quantitative high throughput screen for small molecules that induce DNA re-replication in SW480 colon adenocarcinoma cells; 340,000 tested, 1.8% active; AID 624297, 2012; SW480 DNA re-replication, Hoechst DNA content imaging, 48 h; Potency, µM (series often up to 46.1 µM), without a hit: at the top dose re-replication activation, actives largely listed as activators; note: % of control where 0% means no effect; nearly all actives have a fitted effect of over 55% in size
#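 250 cells/well; 23 nL cpd via pin tool; 48 hr, 37 C, 5% CO2; Hoechst 40 min; imager read of total nuclear intensity, ex 405/em 500-530 nm.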
# TDP-43 yeast inh = qHTS of TDP-43 Inhibitors; TDP-43 expressing yeast growth rescue, BacTiter-Glo, 24 h; Potency, µM (top dose mostly 46.1 µM), inactives show top-dose growth rescue (activation), most hits filed as activators; 410,000 tested, 1.8% active; AID 652104, 2013; note: % of control where 0% means no effect; nearly all actives have a fitted effect of over 50% in size
#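 Cell-based yeast growth screen: TDP-43 expression induced in galactose, inoculum OD600=0.02 after raffinose pregrowth to mid-log. Read-out BacTiter-Glo luminescence at 24 hr, 30 deg C; inhibition of toxicity seen as signal increase.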
# KB-V1 MDR tox = qHTS assay for MDR1-selective chemotherapeutics: Primary screen using the drug-selected MDR subline cells KB-V1. KB-V1 MDR cells viability, CellTiter-Glo, 72 h. Potency, µM (doses to about 46.1 µM), without a hit: at the highest dose activity change, negative = cytotoxicity, usual class: cytotoxic. 400,000 tested, 3.4% active. AID 1347076, 2019; note: % is set by controls: 0 for no effect and ±100 for the full control effect; nearly all actives have a fitted effect of over 60% in size
#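 KB-V1 cells (P-gp-expressing MDR subline of KB-3-1) in phenol-red-free DMEM with 10% FBS were exposed to library compounds over a concentration series for 72 h at 37 degrees C. Viability read by CellTiter-Glo luminescence; concentration-effect curves fitted after normalization.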
# HEK293 tox = qHTS of GLP-1 Receptor Inverse Agonists: Cytotox Screen | HEK293 cAMP-luciferase reporter cells, luminescence, 24 h | Potency, µM (doses to about 38.3 µM), inactives show at the top dose activity change, negative = inhibition, usual class: inhibitors | 410,000 tested, 0.13% active;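 note: loss of luciferase light is scored as toxicity; % is set by controls: 0 for no effect and ±100 for the full control effect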
#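 1536-well qHTS counterscreen of the MLSMR; 200 cells/uL, 12 h pre-incubation, 23 nL cpd, 24 h at 37 deg C 5% CO2, luciferase detection reagent, 12 min RT, luminescence. Inhibition = undesired.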
# GLP-1R agonist = qHTS of GLP-1 Receptor Agonists; Potency, µM (top dose mostly 45.6 µM), for inactives: at the top dose activation, most hits filed as activators; 380,000 tested, 0.007% active; Glucagon-like peptide 1 receptor (Homo sapiens), P43220; HEK293 GLP-1R CRE-luciferase, luminescence, 4-6 h; cells express a hypersensitive GLP-1R form; note: % of control where 0% means no effect
# KB-3-1 cytotox = qHTS assay for MDR1-selective chemotherapeutics: Primary screen using the parental adenocarcinoma cell KB-3-1; KB-3-1 viability, CellTiter-Glo ATP luminescence, 72 h; Potency, µM (top dose mostly 46.1 µM), for the others: at the top dose activity change, negative = cytotoxic, actives largely listed as cytotoxic; 400,000 tested, 1.4% active; note: % is set by controls: 0 for no effect and ±100 for the full control effect; nearly all actives have a fitted effect of over 60% in size
#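 Here the drug-naive KB-3-1 line serves as comparator for MDR sub-line selectivity; cells received compound titrations, 72 h at 37 °C, then CellTiter-Glo readout.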
# * hit, by the source's call; ? = inconclusive; / = not tested or not shown; & = joins results of further samples; [ ] = dose if it differs, or a comment. Calls come from the whole dose curve; as a rule, active = well fitted curve in the direction sought with a large enough effect; inconclusive = small, poorly fitted or top-dose-only effect, or another doubt; inactive = no such curve, though single readings can be large; an effect the other way counts as inactive or inconclusive. Potency is the fitted concentration of half-maximal effect.
smiles | HT1080NT lethal | HT1080 IDH1KD tx | GLP1R inv ag | SW480 rereplic | TDP-43 yeast inh | KB-V1 MDR tox | HEK293 tox | GLP-1R agonist | KB-3-1 cytotox
NNC(=O)c1sccc1OCc1ccc(F)cc1 | 3% | 2% | -1% | -8% | 29% | ? | -2% | 13% | 3%
Cc1ccc(S(=O)(=O)N2CCC(C(=O)O)CC2)cc1 | 0% | -2% | -21% | 7% | -14%[9.22 µM] | 28% | -5% | -3% | -2%
COc1cc2ncnc(N[C@H](C)c3ccccc3)c2cc1OC | -3% | -4% | 24% | 17% | -6% | ? | -11% | 8% | -2%
CCOC(=O)COn1c(-c2cccc(Cl)c2)nc2ccc([N+](=O)[O-])cc21 | 11% | 11% | 0% | -5% | 21% | 1% | 4% | -8% | 4%
Cc1ccc(NC(=O)CN2c3cccc4cccc(c34)S2(=O)=O)cc1 | -8% | -8% | ? | -2% | 22% | 23µM* | 39%[activator] | -5% | -3%
O=C(Nc1ccc2c(c1)OCCO2)c1ccc(Br)c(S(=O)(=O)N2CCOCC2)c1 | -1% | -23% | ? | 1% | 3% | ? | 7% | 2% | -6%
Cc1ncccc1C(=O)N1CCCC(C(=O)c2ccc3c4c(cccc24)CC3)C1 (configuration not stated) | -22% | -4% | 24% | -1% | -4% | ? | ? | 23% | -28%
N#Cc1cc2c([nH]c1=S)CCCC2 | 16% | 16% | 53%[activator] | ? | 14% | 18% | 5% | -3% | 14%
CCCCN(CC)CCCNC(=O)c1cn(C)c(=O)c2c1c1ccccc1n2C | 15% | 7% | 2%&0% | -22% | 15%&-5% | 11%&-16% | 1%&3% | 2% | 1%&-4%
Cc1nn(-c2ccccc2)c2nc(C(F)F)cc(C(F)F)c12 | -1% | -2% | 15% | 10% | 17% | ? | 6% | 3% | 22%
C[C@H]1COc2cc(N(C)CCO)ccc2S(=O)(=O)N1 | 19% | 6% | 7% | / | 17% | ? | 1% | 2% | 8%
COc1ccc(NC(=O)CSc2ccc(-c3ccccn3)nn2)cc1OC | 14% | 2% | 5% | -6% | 0% | ? | 11% | 4% | ?
COC(=O)c1ccc(NC(=O)c2cc(=O)c3ccc(C)cc3o2)cc1 | / | / | -8% | / | ? | 16% | 0% | / | 14%
Cc1c(NC(=O)c2cc(-c3cccc(O)c3)on2)c(=O)n(-c2ccccc2)n1C | / | / | -21% | / | 0% | ? | 1% | / | 0%
CN(Cc1cccc2cnccc12)C(=O)c1cc(COc2ccc(F)cc2Cl)on1 | ? | ? | ? | -9% | -11% | ? | 2% | 12% | ?
Cc1ccc(S(=O)(=O)NC2CC2)cc1 | 4% | 4% | 0% | -8% | 11% | 7% | -31% | -2% | 2%
Cc1ccc(-n2c(C)nc3ncnc(-c4ccccc4)c32)cc1 | -3% | -3% | -3% | 2% | -14% | ? | -4% | 10% | -7%
Cn1nnc2cc(C(=O)N3CCC(c4ccccc4)C3)ccc21 (configuration not stated) | 6% | 7% | 31%[activator] | -3%[9.22 µM] | -11% | -9% | 2% | 6% | -4%
CCCn1c(SCC(=O)N2c3ccccc3CC2C)nnc1-c1ccco1 (configuration not stated) | 0% | 0% | ? | 29% | 26% | -23% | -12% | 9% | -4%
Cc1cc(N2CCC(C)CC2)nc2ccc(NC(=O)/C=C/c3cccc(Cl)c3)cc12 | / | / | 7% | / | 1% | 0% | 5% | 1% | -2%
CCc1ccc(NC(=O)c2cc(C(C)=O)n3ccccc23)cc1 | / | / | ? | / | 11µM* | -28% | -7% | / | -22%
Cc1c(NC(=S)N/N=C/c2ccc(N(C)C)cc2)c(=O)n(-c2ccccc2)n1C | -10% | -14% | ? | 0% | -33%[inhibitor] | -9% | 10% | -3% | -13%
CCc1ccc(C(=O)Nn2cnc3ccccc3c2=O)cc1 | 18% | 21% | 0% | 4% | -14% | -7% | 3% | 13% | 11%
CC(=O)NN1C(=O)/C(=C\c2ccccc2)SC1=S | 2% | -3% | 15% | -15% | 22% | -2% | -1% | -8% | 0%
CN(C(=O)CSc1nnc(C(F)(F)F)n1C)c1c(N)n(Cc2ccccc2)c(=O)[nH]c1=O | -2% | -1% | 9% | / | -6% | ? | 10% | -1% | 10%
O=C(O)c1ccc(CNc2ccccc2C(=O)O)cc1 | 8% | 14% | 9% | 5% | 14% | 5% | -3% | -3% | -1%
C[C@H](NC(=O)OC(C)(C)C)C(=O)N/N=C/c1ccc2nccnc2c1 | 4% | 4% | -3% | 1% | 15% | -1% | 4% | 7% | 3%
CCOc1ccccc1C(=O)NCc1ccc2c(c1)CCN2C(=O)c1ccc(F)cc1 | / | / | 42%[activator] | / | ? | -12% | 0% | / | -15%
COc1ccc(-n2ncc(C(=O)NCCCN3CCCCC3)c2C2CCN(C(=O)OC(C)(C)C)CC2)cc1 | / | / | -19% | / | -9% | -16% | 3% | / | -1%
CCOc1ccc(NC(=O)CC2C(=O)N(c3ccccc3)C(=O)N2Cc2ccc3c(c2)OCO3)cc1 (configuration not stated) | / | / | 9% | / | 12% | -3% | -3% | / | 3%

# More records:
smiles | HT1080NT lethal | HT1080 IDH1KD tx | GLP1R inv ag | SW480 rereplic | TDP-43 yeast inh | KB-V1 MDR tox | HEK293 tox | GLP-1R agonist | KB-3-1 cytotox
O=C(CC(c1ccco1)S(=O)(=O)c1ccccc1)c1ccccc1 (configuration not stated) | ? | -29% | 21% | 11% | -18% | 4% | -4% | 1% | 3%
CCCc1nc(SC)ncc1C(=O)N1CCN(c2ccc(Cl)cc2)CC1 | / | / | ? | / | 35µM* | -3% | 2% | / | -11%
CC1(C(=O)NS(=O)(=O)c2ccc(Br)cc2)CCN1C(=O)CCC1CCCC1 (configuration not stated) | 0% | 12% | 3% | / | 16% | 4% | 6% | -7% | 0%
CCOc1ccc(N(CC(=O)Nc2ccccc2C(=O)N2CCOCC2)S(=O)(=O)c2ccc(F)cc2)cc1 | 0% | 9% | 2% | 0% | 22% | 4.6µM* | -3% | -5% | 0%
O=C(Nc1ccc2oc(-c3ccccc3)nc2c1)c1cccs1 | -16% | -10% | -23% | -5% | -29% | -2% | ? | 2% | 2%
COc1ccc(-c2csc(NC(=O)c3ccccc3OC)c2C(=O)O)cc1OC | -3% | 6% | 18% | -9% | 14% | 16% | -13% | 0% | 6%
CN(C)CCNC(=O)Cc1ccc([N+](=O)[O-])cc1 | 15% | 19% | -2% | -4% | 17% | 5% | -10% | 0% | 1%
CCOc1cc(/C=C2/C(=N)N3C(=NC2=O)SN=C3S(=O)(=O)C(C)C)ccc1OC(=O)c1ccco1 | 8% | 7% | 10% | -4% | 18% | 31% | 5% | -1% | 10%
COc1ccc(NS(=O)(=O)c2ccc(Cl)c(NC(=O)c3ccccc3F)c2)cc1 | -11% | -2% | ? | 13% | -16% | / | -27% | -2% | /
Nc1nc(SCC(=O)NCc2ccccc2)n[nH]1 | 5% | 1% | 0% | -2%[9.22 µM] | 4% | -13% | -1% | -8% | 4%
Cc1ccc(-c2cc(C(F)F)nc(NCc3cccnc3)n2)cc1 | -14% | -20% | ? | 13% | 9% | ? | 5% | 16% | -13%
Cc1cccc(C)c1NC1=NCCCCC1 | 10% | 10% | 4%[0.307 µM] | 0% | 10% | 1% | -3%[0.307 µM] | -6% | -9%
COc1ccc(CNC(=O)c2ccc(-c3nc(CSc4ccc(C)cc4)c(C)o3)cc2)cc1OC | / | / | 1% | / | 14% | 1% | -3% | / | 0%
CC(Nc1cc(N2CCCC2)ccc1[N+](=O)[O-])c1ccccc1 (configuration not stated) | 4% | -1% | 1% | -4% | 10% | 19% | 0% | -1% | 6%
CCc1c(O)nc(SCC(=O)Nc2ccc(Cl)cc2)n(-c2ccccc2)c1=O | -11% | 0% | 5% | / | 1% | 1% | -5% | -8% | 1%
COc1cccc(COC(=O)C2CCN(S(=O)(=O)c3ccc(C)cc3C)CC2)c1OC | 4% | 7% | -14% | -5% | 13% | 0% | 16% | -3% | -1%
COc1ccccc1NCC(=O)NNC(C)C(=O)Nc1cccc(Cl)c1 (configuration not stated) | 9% | 1% | -24% | -3% | 5% | -6% | 3% | 4% | 15%
CC(C)[C@H](Nc1nc(-c2ccccc2)nc2c1oc1ccccc12)C(=O)O | -2% | -17% | ? | -4% | 0% | 15% | -7% | -3% | 10%
COC(=O)[C@H](CCSC)NC(=O)NCc1ccccn1 | 0% | 3% | 3% | -6% | 6% | 0% | 8% | 5% | 1%
COc1ccc(NC(=O)CN2CCN(Cc3ccccc3)CC2)cc1 | 5% | 8% | -17% | -13% | -24%[1.82 µM] | -9% | 2% | 9% | 4%
COc1ccccc1CNC(=O)Cn1nnnc1CN(C)C(C)C | 0% | 7% | -9% | -1% | -6% | -11% | 4% | -1% | -2%
C=CCN(c1nc(C)cc(OC)n1)S(=O)(=O)c1ccccc1 | -1% | -2% | -32% | 4% | 7% | -9% | 3% | 15% | 1%
COc1ccc(S(=O)(=O)NC2CC(C)(C)NC(C)(C)C2)cc1C(C)C | -8% | 0% | ? | -1% | -15% | 4% | 1% | 9% | -3%
O=C(COC(=O)c1ccc(O)cc1)Nc1ccccc1-c1ccccc1 | -20% | -21% | -23% | -5% | -1% | ? | -15% | 3% | -28%
COc1cc2oc(=O)cc(CN3CCCCCCC3)c2cc1Cl | 15% | 20% | -19% | / | ? | -14% | -3% | 1% | 0%
CC(C)C[C@@H](CN1CCCC1CN1C(=S)NC[C@@H]1Cc1ccc(O)cc1)N1C[C@H](Cc2ccccc2)N(CCc2ccccc2)C1=S (some centres not stated) | -3% | 1% | ? | ? | 0% | -18% | 8% | -2% | ?
